GPT2 inh = Primary qHTS assay for inhibitors of Glutamate pyruvate transaminase 2 (GPT2); Potency, µM (titrated, usually from 57.7 µM), inactives show at the top dose activity change, negative = inhibition, most hits filed as inhibitors; Alanine aminotransferase 2 (Homo sapiens), Q8TD30; 0.25% of 100,000 active; Recombinant GPT2, coupled pyruvate oxidase/HRP Amplex Red fluorescence; also: potency is read from the fitted curve at half-maximal effect; nearly all actives have a fitted effect of over 60% in size; many of its hits are not listed in these tables
Target sequence (Q8TD30 whole entry, looked up): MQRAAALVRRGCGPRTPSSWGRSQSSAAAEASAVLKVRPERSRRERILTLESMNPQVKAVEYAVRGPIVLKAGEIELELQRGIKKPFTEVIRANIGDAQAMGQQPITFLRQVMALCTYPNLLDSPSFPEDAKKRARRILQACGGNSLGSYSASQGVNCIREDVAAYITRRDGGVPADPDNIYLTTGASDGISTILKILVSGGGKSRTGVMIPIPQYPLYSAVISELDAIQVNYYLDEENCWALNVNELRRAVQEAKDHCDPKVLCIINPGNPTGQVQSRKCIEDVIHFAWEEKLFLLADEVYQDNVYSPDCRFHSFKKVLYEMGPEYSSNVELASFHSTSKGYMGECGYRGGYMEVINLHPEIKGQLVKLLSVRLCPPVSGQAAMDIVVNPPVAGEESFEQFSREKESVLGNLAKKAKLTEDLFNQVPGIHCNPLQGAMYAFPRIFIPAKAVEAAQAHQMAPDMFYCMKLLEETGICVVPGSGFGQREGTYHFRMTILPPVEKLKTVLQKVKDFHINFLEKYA
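GPT2 10ng/uL, a-KG 250uM, L-Ala 2mM, HEPES pH7.5 + 0.0001% Tween; 30 min RT. Then Amplex mix (PO/HRP/ThPP), 30 min RT dark, fluorescence. AOA 50uM used as positive control.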
HEK293 viab = GF-AFC viability counterscreen for inhibitors of alpha-synuclein gene (SNCA) expression | HEK-293-SNCA-luc viability, GF-AFC fluorescence, 24 h | Potency, µM (doses to about 57.1 µM), inactives show top-dose activity change, negative = cytotoxicity, actives largely listed as cytotoxic | 0.12% of 150,000 active | AID 1671193, 2021;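 also: potency is read from the fitted curve at half-maximal effect; 0% = DMSO-treated cells and -100% = medium-only wells without cells; nearly all actives have a fitted effect of over 30% in size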
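HEK-293-SNCA-luc cells (1500/well) plated 24 h, then exposed 24 h to a dilution series; GF-AFC added 30 min at 37C, fluorescence 405/540 nm; normalised to medium-only and DMSO wells, Hill fit.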
Luciferase inh = Firefly luciferase inhibition profiling of diverse chemical library using quantitative high-throughput screening; Luciferin 4-monooxygenase (Photinus pyralis), P08659; purified P. pyralis luciferase, luminescence, biochemical; Potency, µM (doses to about 115 µM), without a hit: top-dose activity change, negative = inhibition, actives largely listed as inhibitors; 2.5% of 76,000 active; AID 1347043, 2019; also: potency is read from the fitted curve at half-maximal effect; nearly all actives have a fitted effect of over 65% in size
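Purified 10nM P. pyralis luciferase with 10uM D-luciferin and 10uM ATP in 50mM Tris acetate pH 7.5, 10mM Mg acetate, 0.01% Tween-20, 0.05% BSA. qHTS titration; luminescence read by CCD imager.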
NIH3T3 tox = Cytotoxic Profiling in NIH 3T3 Cell Line of Diverse Libraries Using Quantitative High-Throughput Screening; NIH 3T3 viability, CellTiter-Glo ATP luminescence, 48-72 h; Potency, µM (series often up to 96.7 µM), for the others: at the highest dose activity change, negative = cytotoxicity, usual class: inhibitors; 4.3% of 94,000 active; also: potency is read from the fitted curve at half-maximal effect; nearly all actives have a fitted effect of over 55% in size
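NIH 3T3 cells at 400 cells/well received 23 nL of compound by pintool and were incubated 48 or 72 h at 37 °C. Viability was read as ATP-coupled CellTiter-Glo luminescence.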
HEK cytotox = Cytotoxic Profiling in HEK 293 Cell Line of Diverse Libraries Using Quantitative High-Throughput Screening | HEK 293 viability, ATP luminescence (CellTiter-Glo), 48-72 h | Potency, µM (doses to about 115 µM), inactives show at the top dose activity change, negative = cytotoxicity, actives largely listed as inhibitors | 6.6% of 94,000 active; also: potency is read from the fitted curve at half-maximal effect; nearly all actives have a fitted effect of over 60% in size
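Cells seeded first (HEK 293, 250 cells/well), then compound added by pintool. Incubation ran 48 or 72 hr at 37 degree Celsius. CellTiter-Glo was added and luminescence imaged after 10 min at room temperature.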
IP6K1 inhibitor = Primary qHTS assay for small molecule inhibitors of Inositol hexaphosphate kinase 1 (IP6K1). Inositol hexakisphosphate kinase 1 (Homo sapiens), Q92551. IP6K1 kinase, ADP-Glo luminescence, 2 h; stronger effect = lower value. activity change, % (series mostly up to about 58 µM). 0.81% of 140,000 active; in the data active = activity change below about -25%
Target sequence (Q92551 whole entry, looked up): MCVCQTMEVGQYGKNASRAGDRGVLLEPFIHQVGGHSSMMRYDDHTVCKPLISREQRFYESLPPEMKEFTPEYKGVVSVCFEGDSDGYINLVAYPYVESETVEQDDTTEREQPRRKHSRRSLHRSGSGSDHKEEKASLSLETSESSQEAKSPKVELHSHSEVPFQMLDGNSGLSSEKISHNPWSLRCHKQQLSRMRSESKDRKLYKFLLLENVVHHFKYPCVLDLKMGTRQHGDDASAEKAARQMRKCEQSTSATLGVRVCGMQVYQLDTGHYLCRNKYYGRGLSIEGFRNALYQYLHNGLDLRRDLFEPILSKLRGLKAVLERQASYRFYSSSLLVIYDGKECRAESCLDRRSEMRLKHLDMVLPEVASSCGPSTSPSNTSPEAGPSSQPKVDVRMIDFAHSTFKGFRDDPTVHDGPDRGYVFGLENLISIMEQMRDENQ
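ADP-Glo luminescence measures ADP made by human IP6K1 during a 2 h RT reaction with ATP/IP6 (mix at 1.3 mM/130 uM); top library doses 57.5 and 19.1 uM final.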
SNCA expr inh = Primary qHTS assay for inhibitors of alpha-synuclein gene (SNCA) expression. AID 1671194, 2021. HEK-293 SNCA-luciferase knock-in, luminescence, 24 h. 0.17% of 140,000 active. Potency, µM (doses to about 57.2 µM), inactives show at the top dose activity change, negative = inhibition, usual class: inhibitors;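 also: potency is read from the fitted curve at half-maximal effect; plate controls were DMSO cells for no effect and cell-free wells for full effect; nearly all actives have a fitted effect of over 45% in size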
Starred values were filed as active, the others as inactive; i = inactive; ? = inconclusive; . = no result given; [ ] = dose if it differs, or a comment. Unless noted, calls follow the shape of the dose curve; as a rule, active = well fitted curve in the direction sought with a large enough effect; inconclusive = small, poorly fitted or top-dose-only effect, or another doubt; inactive = no such curve, though single readings can be large; an effect the other way counts as inactive or inconclusive. Unless noted, % is scaled to controls: 0 for no effect and ±100 for the full control effect. The list is partial; the hit share may differ from the screen's.

Molecule	GPT2 inh	HEK293 viab	Luciferase inh	NIH3T3 tox	HEK cytotox	IP6K1 inhibitor	SNCA expr inh
COc1ccc(OC)c(NC(=O)C2CCCCC(=O)N2)c1 (centres undefined)	-4.9%	-4.4%	9.9%	0.0%	8.4%	-4.6	-15.7%
COc1cccc(CNC(=O)[C@@H]2C[C@@H](O)CN2C2CCN(C(=O)Cc3c[nH]c4ccccc34)CC2)c1	4.8%	-1.8%	9.2%	-1.2%	0.1%	-1.9	13.9%
COc1ccccc1C(=O)N1CCC2(CC1)N(C)C(=O)CS2(=O)=O	i	2.3%	6.3%	-10.7%	-7.1%	8.7	-20.5%
C=CCNC(=O)c1cnn2ncccc12	3.8%[88.5 µM]	1.2%[87.6 µM]	50.1µM*	-9.5%[174 µM]	i	9.1	101.3%[activator][87.6 µM]
O=C(c1cnc2c(c1)N([S+](=O)([O-])c1cccnc1)CCC2)N1CCCC[C@@H]1c1ccccc1	0.8%	-4.2%	-3.3%	?	?	-4.2	-24.7%
CC1=NS(=O)(=O)N(Cc2ccc(F)c(F)c2)C=C1C(=O)O	i	9.8%	-14.4%	-10.1%	-12.4%	-1.0	-1.0%
CN(C)C(=O)c1cc2c(s1)CCC(C(=O)Nc1ccc(F)c(Cl)c1)C2 (centres undefined)	i	-7.7%	-9.9%	?	?	4.2	17.1%
C=Cc1ccc(Cn2c(C)c(CNCCc3ccccc3C)c(C(=O)O)c2C)cc1	.	-9.2%	.	.	.	-11.5	-25.6%
Cc1noc(C)c1C(=O)N1CCC2(CC1)CC(c1ccccc1)C(=O)N(C)C2 (centres undefined)	2.3%[11.5 µM]	-7.0%	11.5%	?	-16.8%	4.6	-14.9%
CN(C(=O)Cc1ccc(F)cc1)C1CCCc2ccccc21 (centres undefined)	i	-16.6%[87.6 µM]	7.9%[172 µM]	-24.4%[138 µM]	100µM*	-9.7	17.6%[87.6 µM]
O=C(Cn1nccn1)NC1CC(c2cc(N3CCC(O)C3)ncn2)C1 (centres undefined)	i	?	-4.3%	i	-7.8%	5.2	?
Cn1nc(C2CCN(C(=O)c3ccccc3F)CC2)c2c1CCOC2	i	3.4%	-1.1%	i	0.2%	4.2	1.4%
COC(=O)/C=C\C(=O)OC	i	-1.5%[23.9 µM]	.	.	.	9.5	-52.1%[25.6 µM]
CN(C)Cc1nnc(C2CCCN(C(=O)CN(C)c3ccccc3)C2)n1C (centres undefined)	i	18.5%	-11.3%	-19.5%	-22.6%	-6.3	-16.8%
CCC(C(=O)NCc1cccc(Br)c1)n1nc(C)c2c(C)n(-c3ccccc3)nc2c1=O (centres undefined)	.	-4.5%	.	.	.	10.5	?
Cc1ccc(C(=O)N2CCC(c3nn(-c4ccc(F)cc4)c(=O)[nH]3)CC2)cc1	1.6%	13.0%	-3.2%	?	?	17.9	-29.3%
COc1ccc(-c2ccc(C(=O)Nc3ccc(F)cc3)c(Cl)c2)nn1	.	.	.	?	?	-11.1	.
O=C(c1ccc(Cl)s1)N1CCC(n2cc(-c3nc(-c4ccccc4)no3)nn2)C1 (centres undefined)	i	-9.2%	-15.9%	-28.4%	?	12.2	-11.5%
CNC(=O)c1cc(C)nc2onc(C3CCN(C(=O)N(C)C)C3)c12 (centres undefined)	.	.	.	-17.7%[138 µM]	-10.9%[172 µM]	0.2	.
O=S(=O)(Cc1cccc(Cl)c1)NCCc1noc(-c2ccccc2)n1	-6.6%	-4.8%	-1.6%	-25.0%	?	7.2	-3.2%
OCC1CN(c2ncccn2)CC12CCN(Cc1ccc3cc[nH]c3c1)CC2 (centres undefined)	-1.8%	-20.2%	1.0%	1.9%	-14.5%	8.1	8.2%
COc1cccc(NC(=O)c2sc3nc(C)c(C(=O)Nc4ccc(C)cc4C)c(-c4cccs4)c3c2N)c1	.	27.5%	.	.	.	-3.5	1.1%
Cc1ccc(OC(=O)CSc2nnc(-c3cccs3)o2)cc1C	.	8.1%	.	.	.	12.2	2.4%
O=C(NCc1ccc(F)cc1)c1cnc(N2CCCCC2)c2ccccc12	.	4.7%	.	.	.	1.2	13.6%
Cn1c(=O)oc2cc(S(=O)(=O)CCC(=O)NCCc3ccccc3)ccc21	.	8.6%	.	.	.	10.5	41.7%[activator]
Cn1cc(-c2cc(=O)c3ccnc(NCc4ccc(F)cc4)c3o2)cn1	2.3%[88.5 µM]	2.3%[87.6 µM]	-23.4%[172 µM]	?	-21.3%[172 µM]	-14.9	-27.6%[87.6 µM]
CC(NC(=O)c1cc2ccccc2o1)c1ccccc1 (centres undefined)	.	?	.	.	.	-0.8	-11.3%
COc1ccccc1-c1ccc(C(=O)N2CCC(NC(=O)C3CC3)CC2)cc1	i	-6.7%	.	?	?	0.9	?
COc1ccc(CCC(=O)N2CCCCCC2CN2CCC(OC)CC2)cc1 (centres undefined)	i	7.0%	-9.2%	-11.9%	-7.0%	-9.8	-11.4%
COCCNC(=O)NC[C@H]1O[C@@H]2C[C@@H](CC(=O)N3CCC(F)(F)C3)O[C@@H]2[C@@H]1O	-6.9%[88.5 µM]	2.8%[87.6 µM]	-2.6%[172 µM]	3.9%[174 µM]	-1.8%[172 µM]	11.1	-11.1%[87.6 µM]
COC(=O)CCNC(=O)C1CN(S(=O)(=O)c2ccccc2)CC12CCCCC2 (centres undefined)	i	-3.8%	6.2%	1.8%	7.0%	4.6	-8.8%
COc1ccc(-n2c(/C=C/c3ccccc3F)nc3cc(OC)c(OC)cc3c2=O)cc1Cl	.	1.0%	.	.	.	-6.3	?
COc1cc(C(O)C2COC(c3ccc(OC4OC(CO)C(O)C(O)C4O)c(OC)c3)C2CO)ccc1O (centres undefined)	i	-10.9%[23.9 µM]	.	.	.	6.6	.
O=C(NCc1ccc(F)cc1)c1nc2sccn2c1Br	-6.1%	15.6%	-6.0%	-24.2%	-0.1%	-4.2	6.7%
COc1ccc(-c2ccccc2NC(=O)C2CCCN(Cc3ccc(F)c(F)c3)C2)cc1 (centres undefined)	1.3%	4.2%	4.4%	-3.7%	-16.1%	1.3	-10.3%
CC(C)C[C@@H](N)C(=O)N[C@H]1C(=O)N[C@@H](CC(N)=O)C(=O)N[C@H]2C(=O)N[C@H]3C(=O)N[C@H](C(=O)N[C@H](C(=O)O)c4cc(O)cc(O)c4-c4cc3ccc4O)[C@H](O)c3ccc(c(Cl)c3)Oc3cc2cc(c3O[C@@H]2O[C@H](CO)[C@@H](O)[C@H](O)[C@H]2O[C@H]2C[C@](C)(N)[C@H](O)[C@H](C)O2)Oc2ccc(cc2Cl)[C@H]1O	-10.4%[27.3 µM]	-19.9%[23.9 µM]	.	.	.	-7.8	.
O=C(COc1cccnc1)N[C@@H]1[C@@H]2CCO[C@@H]2[C@@H]1C1CCCC1	1.7%	-5.7%	-2.0%	-18.4%	-0.5%	-2.6	-25.9%
CNC(=O)C(C)(C)N1CCC[C@H]1C(=O)NCCN1CCCCC1	-2.0%[88.5 µM]	0.2%[87.6 µM]	-2.3%[172 µM]	i	i	-3.2	26.5%[87.6 µM]
COCCNC(=O)c1cc(-c2ccc(OC)cc2)nc2c1c(C1CCCN1)nn2C (centres undefined)	i	4.5%	.	?	-25.2%	-4.6	-1.3%
O=C1OCCCN1C1CCN([S+](=O)([O-])c2ccccc2)CC1	3.3%	0.3%	.	i	i	-9.1	-2.2%
CC(C)CS(=O)(=O)N[C@H](C)c1onc(-c2ccc(Cl)cc2)c1C(=O)O	-12.9%[88.5 µM]	1.4%[87.6 µM]	-0.6%[172 µM]	i	i	7.0	-23.3%[87.6 µM]
c1cc(-c2ccsc2)n2nc(C3CCCO3)nc2n1 (centres undefined)	3.4%	-9.8%	5.3%	-1.7%	-5.3%	-11.2	11.3%
COCCN1C(=O)c2ccccc2C(C(=O)Nc2cc(C)ccn2)C12CCCCC2 (centres undefined)	i	-25.9%	11.5%	-23.4%	-2.4%	-5.8	-8.6%
CC(=O)N(Cc1cccnc1)c1nc2cc(C)cc(C)c2s1	.	-7.4%	.	.	.	26.4	20.5%
COc1ccc(O[C@H]2COCCN(C(=O)N3CCOCC3)C2)cc1	-3.0%[88.5 µM]	4.4%[87.6 µM]	11.5%[172 µM]	-14.0%[174 µM]	-5.0%[172 µM]	10.7	18.5%[87.6 µM]
COC[C@@H]1CN(C(=O)c2cc(OC)cc(OC)c2)C[C@H]1C(N)=O	2.8%	-1.3%	0.6%	-13.5%	i	12.0	-26.6%
COCc1nc(C2CCCN(C(=O)c3ccoc3)C2)no1 (centres undefined)	i	-2.5%[12.5 µM]	-4.4%	i	-2.5%	5.9	-7.3%
Cc1noc(C)c1[S+](=O)([O-])NC1CCN(C(=O)c2ccc(-c3cncnc3)cc2)CC1	i	-0.6%[12.5 µM]	.	2.2%	-1.4%	-13.9	5.5%
COCc1cn(C[C@H]2C[C@@H](NC(=O)Nc3cccnc3)[C@H](O)[C@@H]2O)nn1	-13.2%[88.5 µM]	-9.8%[87.6 µM]	0.9%[172 µM]	i	i	2.9	9.8%[87.6 µM]
CN(Cc1ccon1)C(=O)C1CCN(C(=O)C2CCC2)CC1	1.0%	0.2%	7.6%	3.4%	-1.9%	-0.1	-18.6%

Assay outcomes (PubChem BioAssay)
